High-throughput results as filed in PubChem BioAssay.
MOR-DOR ag: agonists of OPRM1-OPRD1 heterodimerization, primary screen, cell-based, luminescence | activation, % at 9.3 µM | cells | Mu-type opioid receptor (Homo sapiens) + Delta-type opioid receptor (Homo sapiens), … | actives 0.3% (n = 340,000) | AID 504326, 2011; in the data active = activation above about 18%;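 also: 0% = vehicle-treated cells and 100% = reference agonist; values of inactives mirror those of a sister screen read the other way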
RTF Ca sens act: cardiac RTF calcium sensitivity activators, primary screen, biochemical, IANBD-TnC fluorescence, EC20 calcium. IANBD-labeled TnC RTF fluorescence at EC20 calcium; 0% EC20 calcium, 100% full calcium. activation, % at 7.2 µM. actives 0.24% (n = 340,000). Troponin I, cardiac muscle (Homo sapiens) + Troponin T, cardiac muscle (Homo sapiens) + …. AID 493008, 2010;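 active = activation above the mean over all tested compounds plus 3 SD, cut at about 30% in these data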;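 also: rise in fluorescence read as greater calcium sensitivity of cardiac thin filaments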
V-ATPase pHluor: regulators of yeast V-ATPase proton pumping, primary screen, pHLuorin cytosolic pH fluorescence | actives 0.37% (n = 350,000) | S. cerevisiae | response, % at 10 µM; in the data active = response mostly above about 7.3%, no sharp cut-off; inactive = mostly below about 5.4%; also: actives read high; inactives centre near 0; some compounds called inactive have numbers as strong as hits; reference of the scale not given here
Arr AP2 block: inhibitors of beta-arrestin/AP2 binding, primary screen, biochemical, GPCR trafficking, flow cytometry; FITC-arrestin peptide / GST-AP2 beads; AP2 beta2 appendage carries R879A mutation; inhibition, % at 10 µM; actives 0.31% (n = 340,000);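 active = inhibition above a set limit, near 3 SD of compounds lacking own fluorescence, cut at about 54% in these data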;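 also: plate controls were DMSO wells for no effect and 5 µM unlabelled arrestin peptide for full effect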
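Assay system: GST-AP2 R879A bound to glutathione beads, E. coli-expressed; Medium: PBS with 0.05% Tween 20 and 0.1% BSA; Also added: fluorescein-tagged arrestin peptide at 50 nM final; Timing: 12 min plus 1 h, RT; Measured by: flow cytometry, FL1 (488/535 nm); Evaluation: percent drop in bead-associated FITC signal.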
Wnt bcat act: Wnt/beta-catenin pathway activators, primary screen, cell-based, plate reader, single point. Wnt/beta-catenin reporter cell assay, activator. activation, % at 9.35 µM. actives 1.2% (n = 300,000). AID 743398, 2014; in the data active = activation above about 30%, passing the limit was not always enough;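 also: 0% = neutral control wells and 100% = positive control wells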
Cardiac RTF inh: cardiac RTF calcium sensitivity inhibitors, primary screen, biochemical, IANBD-TnC fluorescence, EC70 calcium. Troponin I, cardiac muscle (Homo sapiens) + Troponin T, cardiac muscle (Homo sapiens) + …. IANBD-labeled cardiac RTF, Ca2+ fluorescence. inhibition, % at 7.15 µM. actives 0.12% (n = 340,000). AID 493244, 2011;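 active = inhibition above the mean inhibition of all tested compounds plus 3 SD, cut at about 17% in these data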;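 also: assay run at fixed EC70 calcium of 1.6 mM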
OPRM1-OPRD1 inv: inverse agonists of MOR-DOR heterodimerization, primary screen, cell-based, luminescence; Mu-type opioid receptor (Homo sapiens) + Delta-type opioid receptor (Homo sapiens), …; cell-based MOR-DOR heterodimer luminescence, inverse agonism; inhibition, % at 9.3 µM; actives 0.21% (n = 340,000); in the data active = inhibition above about 22%, passing the limit was not always enough;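 also: 0% = cells with DMSO and 100% = wells without cells with DMSO; values of inactives mirror those of a sister screen read the other way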
DSG3 Ab inh: inhibitors of pemphigus antibody binding to DSG3, primary screen, biochemical, bead-based, flow cytometry, scFv-GFP. DSG3-coupled beads, scFv-anti-DSG3-GFP binding; stronger effect = lower value. Desmoglein-3 (Homo sapiens), P32926. AID 588358, 2011. binding (percent of control), % at 10 µM. actives 0.48% (n = 310,000);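 active = binding more than 3 SD below its plate's average and above zero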;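 also: hits lower antibody fragment binding to DSG3; some compounds called inactive have numbers as strong as hits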
Keap1 Nrf2 FP: Keap1-Nrf2 protein-protein interaction inhibitors, primary screen, biochemical, fluorescence polarization, single point. Kelch-like ECH-associated protein 1 (Homo sapiens), Q14145. Keap1 Kelch-Nrf2 peptide fluorescence polarization, 1536-well. inhibition, % at 9.4 µM. actives 0.15% (n = 340,000). AID 504523, 2011; in the data active = inhibition above about 12%;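 also: human Keap1 Kelch domain with fluorescein labeled Nrf2 9mer peptide probe; 0% = neutral control wells and 100% = peptide positive control; higher means more block of Keap1 binding to Nrf2 peptide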
Target sequence (Q14145 whole entry, looked up, the tested form may be a part): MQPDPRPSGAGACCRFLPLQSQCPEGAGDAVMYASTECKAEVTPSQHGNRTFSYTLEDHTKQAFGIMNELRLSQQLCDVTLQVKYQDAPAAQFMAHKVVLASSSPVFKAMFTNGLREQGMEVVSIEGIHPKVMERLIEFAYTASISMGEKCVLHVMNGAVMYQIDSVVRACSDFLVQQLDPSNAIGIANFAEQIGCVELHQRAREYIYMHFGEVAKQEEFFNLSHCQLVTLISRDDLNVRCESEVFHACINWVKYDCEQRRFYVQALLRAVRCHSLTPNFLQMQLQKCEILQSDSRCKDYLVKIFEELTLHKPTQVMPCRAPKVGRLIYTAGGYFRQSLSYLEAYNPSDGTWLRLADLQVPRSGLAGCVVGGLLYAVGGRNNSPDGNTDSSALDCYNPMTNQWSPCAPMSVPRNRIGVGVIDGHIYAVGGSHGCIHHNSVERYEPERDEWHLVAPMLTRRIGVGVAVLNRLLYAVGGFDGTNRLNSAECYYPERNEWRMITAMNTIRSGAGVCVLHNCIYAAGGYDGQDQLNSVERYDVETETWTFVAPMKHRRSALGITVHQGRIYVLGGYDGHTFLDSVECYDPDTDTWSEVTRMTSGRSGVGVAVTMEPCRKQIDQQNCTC
C-LANA FP: inhibitors of KSHV C-LANA binding to DNA, primary screen, biochemical, fluorescence polarization, FAM-LBS DNA, MBP-C-LANA, single point; AID 504423, 2011; inhibition, % at 9 µM; actives 0.078% (n = 340,000);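 active = highest replicate inhibition at or above 60% at 9 µM, even if other replicates fall short; inactive = all replicates below 60% inhibition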;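 also: 0% = neutral control wells and 100% = 4 µM acridine orange control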
An asterisk follows results filed as active; x = not tested or not shown. Random draw from the library; any-hit rate near 3.1%.

item	compound	MOR-DOR ag	RTF Ca sens act	V-ATPase pHluor	Arr AP2 block	Wnt bcat act
1	Cc1cc(=O)c2cc(C(=O)c3ccccc3)ccc2[nH]1	-1.3	4	1	12	4
2	Cc1ccc(-c2nn(-c3ccccc3)cc2CNCc2ccccc2)cc1	x	x	2	-1	-3
3	CN(C)C(=O)c1cc2cc(Br)ccc2s1	-2.3	1	-2	9	3
4	O=C(C[n+]1cc(Br)cc2ccccc21)c1ccc(Cl)cc1	5.6	10	2	-1	-2
5	Cc1ccc(S(=O)(=O)Oc2ccccc2[N+](=O)[O-])cc1	-3.0	-4	1	9	-4
6	COC(=O)CSc1ncccc1-c1nc2ccccc2[nH]1	0.6	-2	6	5	x
7	CC(C)Oc1cc(O)c2c(=O)c(-c3ccc(O)cc3)coc2c1	0.0	-6	-4	2	8
8	O=C(NC1CCN(C(=O)c2cccs2)CC1)c1ccccc1	-3.0	0	-2	39	1
9	COc1ccc(/C=N\NC(=O)C2=NNC(=O)C2C)cc1 (centres undefined)	-3.5	-1	0	1	-2
10	CS(=O)(=O)N1CCc2cc(C(=O)N3CCN(c4ccc(F)cc4)CC3)ccc21	-3.2	2	1	25	-2
11	O=C(COC(=O)Cc1ccc(S(=O)(=O)N2CCOCC2)s1)Nc1ccccc1Cl	-3.5	0	-3	-21	-2
12	CCC(=O)Nc1cccc(NC(=S)NC(=O)Cc2ccccc2)c1	1.3	-5	-4	16	x

item	Cardiac RTF inh	OPRM1-OPRD1 inv	DSG3 Ab inh	Keap1 Nrf2 FP	C-LANA FP
1	-9	7	91	-2	3.2
2	x	x	x	0	0.2
3	-5	11	117	x	x
4	-17	-25	130	1	-0.2
5	4	16	97	-9	-0.7
6	2	-3	105	0	-0.1
7	-7	0	99	5	-2.0
8	-1	15	96	0	0.9
9	-3	22	88	3	2.1
10	0	17	104	-1	-0.9
11	-8	17	125	-11	0.1
12	4	-6	101	4	-2.7

Grouped by structure: those above with a Cl atom.
item	compound	MOR-DOR ag	RTF Ca sens act	V-ATPase pHluor	Arr AP2 block	Wnt bcat act
4	O=C(C[n+]1cc(Br)cc2ccccc21)c1ccc(Cl)cc1	5.6	10	2	-1	-2
11	O=C(COC(=O)Cc1ccc(S(=O)(=O)N2CCOCC2)s1)Nc1ccccc1Cl	-3.5	0	-3	-21	-2

item	Cardiac RTF inh	OPRM1-OPRD1 inv	DSG3 Ab inh	Keap1 Nrf2 FP	C-LANA FP
4	-17	-25	130	1	-0.2
11	-8	17	125	-11	0.1

More compounds
item	compound	MOR-DOR ag	RTF Ca sens act	V-ATPase pHluor	Arr AP2 block	Wnt bcat act
13	O=C(CSc1nnc2ccc(-c3cccnc3)nn12)Nc1ccccc1F	-0.7	-2	1	-2	-1
14	CCc1nnc(NC(=O)CCC(=O)N2CCN(Cc3cc(Cl)ccc3OC)CC2)s1	-1.6	4	-4	29	x
15	CCC(NC(=O)CCc1ccccc1)c1ccccc1 (centres undefined)	-0.8	0	3	61*	-1
16	O=C(NCc1ccc(OC(F)(F)F)cc1)C1CC2Cn3c(nc4ccccc43)C2N1Cc1ccccc1 (centres undefined)	1.6	1	4	6	-4
17	COc1ccc(COC(=O)C2=C(C)NC(=O)NC2c2ccc(O)c(OC)c2)cc1 (centres undefined)	2.1	-2	4	10	-3
18	C#CCOCCOCCOCCNc1nc(N2CCOCC2)nc(N2CCN(C(=O)[C@H](CCCCN)n3cc(CCC(=O)O)nn3)CC2)n1	-4.0	-1	-2	8	4
19	O=C(NCC1CCCO1)c1cnn2c(C(F)F)cc(C3CC3)nc12 (centres undefined)	-1.0	-3	3	42	1
20	COc1ccc(S(=O)(=O)NNC(=O)Nc2ccc(F)cc2F)c(OC)c1	-5.1	-4	-3	19	-1
21	Cc1csc2nc(O)c(C(=O)NCCCN3CCCC3=O)c(=O)n12	-0.4	9	-5	-10	-2
22	Cc1cc(C)n2nc(SCC(=O)N3CCCC(C)C3)nc2n1 (centres undefined)	-2.1	-3	-2	-7	-6
23	COc1ccc(-c2nc(CSCC(=O)NCC3CCCO3)c(C)o2)cc1OC (centres undefined)	-3.5	-2	-3	10	-4
24	COc1ccc(C(C)=O)cc1COC(=O)CCC(=O)N(CC(C)C)c1c(N)n(CC(C)C)c(=O)[nH]c1=O	0.6	-10	0	7	1

item	Cardiac RTF inh	OPRM1-OPRD1 inv	DSG3 Ab inh	Keap1 Nrf2 FP	C-LANA FP
13	-4	4	96	-1	0.4
14	2	9	108	-2	0.3
15	-12	4	106	-1	-1.6
16	-3	-10	105	0	0.1
17	6	-13	96	-2	-2.6
18	0	19	106	-2	0.7
19	-8	7	108	-2	0.4
20	2	17	106	0	0.6
21	3	3	88	3	-0.2
22	3	11	117	1	1.8
23	-5	18	x	-2	-1.4
24	2	-4	94	-5	-0.9

Three of the compounds above, with one line to a screen.
#20 COc1ccc(S(=O)(=O)NNC(=O)Nc2ccc(F)cc2F)c(OC)c1
#21 Cc1csc2nc(O)c(C(=O)NCCCN3CCCC3=O)c(=O)n12
#18 C#CCOCCOCCOCCNc1nc(N2CCOCC2)nc(N2CCN(C(=O)[C@H](CCCCN)n3cc(CCC(=O)O)nn3)CC2)n1

| compound no. | 20 | 21 | 18 |
| --- | --- | --- | --- |
| MOR-DOR ag | -5.1 | -0.4 | -4.0 |
| RTF Ca sens act | -4 | 9 | -1 |
| V-ATPase pHluor | -3 | -5 | -2 |
| Arr AP2 block | 19 | -10 | 8 |
| Wnt bcat act | -1 | -2 | 4 |
| Cardiac RTF inh | 2 | 3 | 0 |
| OPRM1-OPRD1 inv | 17 | 3 | 19 |
| DSG3 Ab inh | 106 | 88 | 106 |
| Keap1 Nrf2 FP | 0 | 3 | -2 |
| C-LANA FP | 0.6 | -0.2 | 0.7 |

Additional structures.
item	compound	MOR-DOR ag	RTF Ca sens act	V-ATPase pHluor	Arr AP2 block	Wnt bcat act
25	O=S(=O)(Nc1ccc(-c2ccc3nncn3n2)cc1)c1ccccc1Cl	-0.4	4	3	12	-2
26	COc1ccc(Nc2nc3cc(C)ccc3cc2C#N)cc1	5.2	12	1	6	12
27	NS(=O)(=O)c1ccc(NNC(=O)c2ccc(Br)o2)c([N+](=O)[O-])c1	-5.0	0	1	11	-2
28	CC(=O)CCc1c(C)c2cccc(C)c2[nH]c1=O	-2.5	3	4	45	-1
29	Nc1cc(C(=O)O)ccc1N1CCCCC1	-1.2	-5	0	1	x
30	O=C(CN(c1cccc(C(F)(F)F)c1)S(=O)(=O)c1ccc(Cl)c([N+](=O)[O-])c1)NCc1ccccc1Cl	6.0	-6	-2	0	x
31	CCCOc1ccc(C(=O)Nc2ccc3c(c2)OCO3)cc1	-0.7	-1	7	-7	43*
32	Cc1cc(-c2ccccc2)n2nc(C)c(C#N)c2n1	-2.5	-3	2	0	x
33	CN(C)c1ccc(C(CNS(=O)(=O)c2ccc(F)c(F)c2)c2c[nH]c3ccccc23)cc1 (centres undefined)	9.4	-21	0	-7	x
34	COc1cc(NC(=O)Cn2nc(Cc3cccnc3)c3ccccc3c2=O)cc(OC)c1OC	-2.7	-1	-3	15	1
35	COc1ccc(CC(=O)Nc2nnc(C(C)(C)C)s2)cc1OC	-0.4	5	-2	8	-5
36	CC1(c2ccccc2)NC(=O)N(CC(=O)Nc2ccc(S(=O)(=O)NC3=NCCCCC3)cc2)C1=O (centres undefined)	-1.1	-2	2	3	-3

item	Cardiac RTF inh	OPRM1-OPRD1 inv	DSG3 Ab inh	Keap1 Nrf2 FP	C-LANA FP
25	-7	2	105	x	x
26	-17	-26	124	-3	0.9
27	3	26	127	-2	-4.4
28	-4	14	102	0	0.7
29	5	7	103	-5	3.8
30	4	-36	103	-1	0.2
31	-2	2	103	3	-0.8
32	1	15	105	3	0.8
33	-1	-51	117	-4	-0.5
34	-1	15	102	-2	1.9
35	-13	2	82	-2	1.0
36	4	4	x	-17	0.6

Additional structures follow:
item	compound	MOR-DOR ag	RTF Ca sens act	V-ATPase pHluor	Arr AP2 block	Wnt bcat act
37	CCOC(=O)C1=C(c2ccccc2)NC(=S)NC1c1cc([N+](=O)[O-])ccc1OC (centres undefined)	-4.5	-2	-3	-3	-7
38	CCn1nc(C)c(/C=C/C(=O)Nc2ccc(C)cc2C)c1C	-1.1	-1	2	12	5
39	COc1cccc2cc(C(=O)N3CCN(C(=O)c4ccco4)CC3)c(=O)oc12	-1.7	1	5	-4	x
40	O=C(COc1cccnc1[N+](=O)[O-])c1c[nH]c2ccccc12	-0.3	11	6	40	1
41	Cc1ccc(NC(=O)C2CCCN(S(=O)(=O)c3ccc4[nH]c(=O)ccc4c3)C2)c(C)c1 (centres undefined)	-0.2	0	5	2	-4
42	O=C(NCCO)c1cc2cc(Cl)cc(Cl)c2oc1=O	0.8	1	3	0	5
43	O=C(Nc1nc2ccccc2c(=O)s1)c1ccc(F)cc1Cl	-1.8	-3	-3	8	1
44	CCN1CCN(CCNC(=O)Cn2c(=O)c3cccn3c3ccc(F)cc32)CC1	-1.9	-4	0	-14	-1

item	Cardiac RTF inh	OPRM1-OPRD1 inv	DSG3 Ab inh	Keap1 Nrf2 FP	C-LANA FP
37	-3	19	103	-2	-1.1
38	1	6	127	-3	-0.2
39	-2	9	103	-2	0.1
40	2	2	100	-3	-0.4
41	2	1	101	-8	-1.6
42	-2	-5	86	-1	-1.6
43	-4	8	91	-4	2.1
44	-4	10	104	4	-1.5
